Compound activity from PubChem BioAssay.
SIRT5 block: sirtuin-5 (human) deacylase inhibition | Q9NXA8 | Purified SirT5, succinyl-peptide AMC, trypsin-coupled fluorescence | inhibition, % at 15 µM | actives 1.1% (n = 330,000) | AID 652115; in the data active = inhibition above about 15%; inconclusive = no clear call, values can overlap the other calls
Target sequence (Q9NXA8 whole entry, looked up): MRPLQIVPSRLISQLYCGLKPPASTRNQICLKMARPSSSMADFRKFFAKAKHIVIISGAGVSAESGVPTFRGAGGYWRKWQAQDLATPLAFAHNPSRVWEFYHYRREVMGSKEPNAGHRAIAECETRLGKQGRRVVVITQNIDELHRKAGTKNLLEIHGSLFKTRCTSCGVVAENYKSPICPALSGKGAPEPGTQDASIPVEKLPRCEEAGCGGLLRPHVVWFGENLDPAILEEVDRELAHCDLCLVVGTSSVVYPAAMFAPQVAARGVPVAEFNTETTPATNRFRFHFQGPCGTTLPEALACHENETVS
Cneo AK release: causes C. neoformans cell lysis | actives 0.2% (n = 360,000) | lysis activity, % at 15 µM | AID 651654 | adenylate kinase release luminescence, 4 h; normalised: neutral wells 0, clomiphene wells 100;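 active = mean lysis activity across replicates of at least 80%, whatever share of replicates individually reach that level; inactive = mean lysis activity below 80%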
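Schedule: static 4 h at 37 °C with compound, 1 h detection; system: C. neoformans cells; benchmarks: Clomiphene as positive control; buffer or medium: fresh YPD medium; measure: luminescence rise reflecting yeast cell lysis; measured by: luminescent adenylate kinase detection reagent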
PGC1a acetyl inh: lowers PGC1a acetylation signal in U2OS cells; AlphaScreen anti-acetyl-lysine; with virally co-expressed GCN5 acetyltransferase; inhibition, % at 15.6 µM; actives 0.17% (n = 350,000); AID 651687;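 active = every replicate shows inhibition of at least 40%; inconclusive = mean inhibition at least 40% but some replicate below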;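 note: 0% = neutral control wells and 100% = positive control wells; some results beyond the cut were filed as inactive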
LGR2 antag: blocks bursicon-induced cAMP signaling via Drosophila LGR2; HEK293 LGR2, CRE-luciferase, bursicon-stimulated, 4 h; inhibition, % at 9.99 µM; actives 0.35% (n = 380,000); AID 720647;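 active = drop in luminescence signal, shown as inhibition above about 50% in the replicate tests, limit read from the data, passing the limit was not always enough; inconclusive = probably only some replicates passing the limit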;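 note: agonist challenge used bursicon conditioned medium at about half maximal strength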
S100A4 MyoIIA: blocks human S100A4 binding to myosin IIA peptide | S100A4/TAMRA-MyoIIA peptide fluorescence polarization | AID 652163 | actives 0.14% (n = 360,000) | inhibition, % at 10.7 µM;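 active = mean inhibition of at least 70% across replicates, with every replicate also reaching that level; inconclusive = mean inhibition reaches 70% but some replicates fall short; inactive = mean inhibition below 70%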
Target sequence (P26447 whole entry, looked up): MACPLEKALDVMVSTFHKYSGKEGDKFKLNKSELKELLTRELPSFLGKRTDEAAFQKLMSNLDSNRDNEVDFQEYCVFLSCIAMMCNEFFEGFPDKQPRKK
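assay system = human S100A4 monomer with TAMRA-labelled myosin IIA peptide | also added = labelled myosin peptide probe, 5 nM | incubation = 5 min between mix addition and reading | control set = DMSO and TFP controls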
ERAP1 inh: inhibitors of human ERAP1 aminopeptidase; inhibition, % at 10.7 µM; AID 652197; Q9NZ08; actives 0.15% (n = 340,000); recombinant ERAP1, Leu-AMC fluorescence, 60 min;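 active = mean replicate inhibition of at least 30%, or all replicates individually reaching that 30% level; inactive = mean below 30% and not every replicate reaching it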;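 note: 0% = neutral control wells and 100% = L-leucinethiol positive control wells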
Statin myotox sup: suppressors of simvastatin-induced myotoxicity in C2C12 myotubes; AID 602340; rescue of ATP level, % at 7.49 µM; ATP luminescence, 48 h; scaled: DMSO 0, geranylgeraniol control 100; actives 0.78% (n = 330,000);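 active = mean ATP rescue above about 67%, or every replicate alone reaching that limit, limit read from the data, passing the limit was not always enough; inconclusive = no clear call, values can overlap the other calls; inactive = mean under the limit and some replicate under it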;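 note: myotubes were challenged with 10 µM simvastatin during compound exposure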
Xi reactivation: activators of X-chromosome reactivation in mouse fibroblasts. XiGFP mouse fibroblasts, % GFP-positive cells imaging, 3 d; cells co-treated with 5-aza-dC sensitizer; scaled so ellipticine positive control = 100%. activation, % at 7.58 µM. actives 0.055% (n = 360,000);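 active = mean normalized replicate activation at least 10% and every replicate at or above 10%; inconclusive = only one of the two criteria met; inactive = mean below 10% and not all replicates reach 10%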;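 note: 0% = median of on-plate neutral control wells and 100% = ellipticine 6 µM median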
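Material: XiGFP fibroblasts, SV40-immortalized. Buffer or medium: DMEM plus 5-aza-dC sensitizer. Compound: single concentration per compound, delivered by pin transfer. Times: 3 days compound exposure. Controls: ellipticine 6 µM.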
* = called active by the depositor; ? = inconclusive; · = not tested or not shown. This is a subset; count on the stated rates, not on these rows.

nr	canonical_smiles	SIRT5 block	Cneo AK release	PGC1a acetyl inh	LGR2 antag	S100A4 MyoIIA	ERAP1 inh	Statin myotox sup	Xi reactivation
1	O=C(CCc1nc2ccccc2c(=O)[nH]1)Nc1cc(C(F)(F)F)ccc1N1CCOCC1	-1	·	·	13	-2	-1	-27	0.2
2	Cc1ccc(S(=O)(=O)N2CCN(C(=O)Cn3cnc4c3c(=O)n(C)c(=O)n4C)CC2)cc1C	-2	3	-5	3	1	2	7	0.0
3	CC(C)CC#Cc1cnc2c(c1)C(=O)N([C@@H](C)CO)C[C@H](C)[C@@H](CN(C)Cc1ccccc1F)O2	2	3	-9	4	-1	2	10	0.1
4	Cc1cc2c(c(=O)o1)[C@@]1(C(=O)N(C)c3ccccc31)C1=C(CC(C)(C)CC1=O)O2	·	·	·	9	4	1	·	0.0
5	Cc1cccc(NC(=O)C2CCN(S(=O)(=O)c3cccc4cccnc34)CC2)n1	·	3	-11	-9	0	-2	-13	0.0
6	S=C(NCCc1ccccc1)N1CCn2cccc2C1c1ccncc1 (stereo not drawn)	1	·	16	0	-3	-1	·	0.1
7	O=C(NC[C@H]1[C@@H](c2ccccc2)[C@@H](CO)N1Cc1ccccn1)C1CC1	-1	26	3	-8	9	-2	11	0.0
8	N#CCCN1CCN(CCC#N)C1=S	·	3	5	4	10	3	-3	0.6
9	CN1[C@@H]2c3ccc(-c4ccccc4)c(=O)n3C[C@H]1[C@H](CO)[C@H]2C(=O)NCCc1ccccc1	-15	-2	·	15	2	1	4	0.1
10	N#C/C(=C\Nc1ccc(Cl)cn1)S(=O)(=O)c1ccccc1	3	·	·	-11	-6	9	-1	0.2
11	Cc1noc(C)c1NC(=O)N(C)C[C@@H]1Oc2ccc(NS(=O)(=O)c3ccc(Cl)cc3)cc2C(=O)N([C@H](C)CO)C[C@H]1C	-3	-4	7	-4	7	1	-16	0.6
12	COc1cccc(CNC(=O)CCC2CCCN(C(=O)c3cc(C)on3)C2)c1 (stereo not drawn)	·	7	-3	8	-7	-4	2	0.0

Rewritten with values under each structure: three of the compounds above.
Below each SMILES – SIRT5 block	Cneo AK release	PGC1a acetyl inh	LGR2 antag	S100A4 MyoIIA	ERAP1 inh	Statin myotox sup	Xi reactivation
7) O=C(NC[C@H]1[C@@H](c2ccccc2)[C@@H](CO)N1Cc1ccccn1)C1CC1
    -1	26	3	-8	9	-2	11	0.0
9) CN1[C@@H]2c3ccc(-c4ccccc4)c(=O)n3C[C@H]1[C@H](CO)[C@H]2C(=O)NCCc1ccccc1
    -15	-2	·	15	2	1	4	0.1
10) N#C/C(=C\Nc1ccc(Cl)cn1)S(=O)(=O)c1ccccc1
    3	·	·	-11	-6	9	-1	0.2

Remaining list, next part.
nr	canonical_smiles	SIRT5 block	Cneo AK release	PGC1a acetyl inh	LGR2 antag	S100A4 MyoIIA	ERAP1 inh	Statin myotox sup	Xi reactivation
13	C[C@H](CO)N1C[C@H](C)[C@@H](CN(C)CC2CC2)Oc2c(NS(=O)(=O)c3cccs3)cccc2C1=O	-3	5	2	·	11	5	16	0.2
14	C[C@H](CO)N1C[C@H](C)[C@H](CN(C)C(=O)Nc2ccc(C(F)(F)F)cc2)Oc2c(NC(=O)Nc3ccc(F)cc3)cccc2C1=O	2	1	11	-3	3	2	-10	0.0
15	Cc1nc2cc(NC(=O)c3ccc(Cl)cc3)ccc2n1C	1	-9	·	3	-9	-1	-10	-0.1
16	COc1ccc(NC(=O)Nc2ccc3c(c2)CC(=O)N([C@@H](C)CO)C[C@@H](C)[C@H](CN(C)Cc2ccccc2)O3)cc1	6	-1	-8	-8	96*	0	-6	-1.3
17	CCOC(=O)N/N=C\c1ccc(C)s1	1	-5	·	18	-2	4	·	0.2
18	Cc1nc2ccc(NC(=O)c3ccc(=O)[nH]c3)cc2s1	-4	0	·	9	3	37*	16	0.3
19	CN(C)Cc1cn(CC[C@H]2CC[C@@H](NS(=O)(=O)c3ccc(-c4ccccc4)cc3)[C@@H](CO)O2)nn1	9	29	-6	14	8	-2	-33	0.0
20	COc1ccc(-c2[nH]ncc2CNCc2cc(C)n(C)n2)c(F)c1	-1	4	12	25	-17	-4	4	0.0
21	CCCCCCn1cc(CN2CC(N3CCN(C4CCN(C)CC4)CC3)CS2(=O)=O)nn1 (stereo not drawn)	0	·	·	4	-8	·	·	0.0
22	O=C1NC(=O)/C(=C/c2ccccn2)S1	-2	-3	-11	-1	-3	0	-19	0.1
23	CC(C)[C@H](NC(=O)OCc1ccccc1)C(=O)N[C@@H](Cc1c[nH]c2ccccc12)C(=O)O	·	13	3	5	1	-1	0	0.0
24	CNC(=O)C[C@@H]1CC[C@H]2[C@@H](COc3ccc(NC(=O)c4ccc(OC)cc4)cc3C(=O)N2C)O1	-3	-4	9	-12	10	0	-7	0.3
25	O=C(C[C@H]1CC[C@@H](NC(=O)CN2CCOCC2)[C@@H](CO)O1)NC1CCC1	-2	-1	7	15	8	0	1	0.2
26	O=C(C1CCCO1)N1CCN(S(=O)(=O)c2ccc(Br)cc2)CC1 (stereo not drawn)	0	2	1	-5	-3	-2	4	0.0
27	Cc1noc(C)c1S(=O)(=O)N(C)C[C@@H]1Oc2ccc(NC(=O)CCCCCC(=O)Nc3ccccc3N)cc2CC(=O)N([C@H](C)CO)C[C@@H]1C	-1	0	-2	-22	2	-1	-5	-1.4
28	N/C(=N\OC(=O)c1cccc(Br)c1)c1ccncc1	-4	5	·	-74	-1	-1	·	0.1
29	COc1ccc(CNC(=S)Nc2ccc(F)c(Cl)c2)cc1OC	-1	·	-3	0	-3	-4	·	0.0
30	Cc1cc(C)c2cc3c(N)c(C(=O)N4CCOCC4)sc3nc2c1	0	·	-6	-24	-1	1	·	0.0
31	CNC(=O)c1ccc(CNC(=O)OCc2ccccc2)cc1	0	·	-8	4	-1	5	·	0.0
32	COCCCNC(=O)C(=O)NCC1CCCN1S(=O)(=O)c1cccs1 (stereo not drawn)	-1	·	·	-8	-8	2	14	0.0
33	C[C@@H]1CN([C@@H](C)CO)C(=O)c2cc(NC(=O)Cc3ccccc3)ccc2O[C@@H](C)CCCCO[C@@H]1CN(C)C(=O)CCCN(C)C	·	·	-2	-5	12	-3	·	-0.1
34	Cc1ccc(S(=O)(=O)Nc2cc(-c3ccc(Cl)cc3)nn2C)cc1	-1	-1	7	-3	1	3	·	0.2
35	CC(C)(C)NC(=O)CN(C(=O)CNC(=O)c1cccs1)c1ccc2c(c1)OCCO2	-7	0	12	6	-1	5	7	·
36	S=C1NC2(CCCCC2)Cc2ccccc21	·	-11	-5	1	·	·	3	0.0
37	O=C1Nc2c(c(=O)[nH]c(=O)n2-c2ccc(F)cc2)C1(NS(=O)(=O)c1ccccc1)C(F)(F)F (stereo not drawn)	-3	1	21	-6	-2	1	-9	0.0
38	O=C1CC(N2CCN(S(=O)(=O)c3ccccc3)CC2)C(=O)N1c1ccccc1 (stereo not drawn)	-10	·	-8	5	1	·	6	0.3
39	CN1CC(c2ccccc2)Oc2ccccc2C1=S (stereo not drawn)	9	·	·	-8	34	-5	·	-0.2
40	O=C(Cc1c[nH]c2ccccc12)Nc1ccc(Nc2cccnc2)c(-c2ccc(F)c(F)c2)c1	0	·	·	28	-12	1	·	0.1
41	Cc1cccc(NC(=O)c2ccc(OCc3c(C)noc3C)cc2)c1C	0	0	-1	-6	1	-1	-4	-0.1
42	CN(C)S(=O)(=O)c1ccc(NC(=O)CSc2ncnc3ccccc23)cc1	·	4	-18	19	·	·	2	-0.2
43	C/C(N)=C(/C#N)C(=O)CSc1nnc(-c2ccccc2)n1C	-8	-1	0	14	2	·	·	0.1
44	CCC(=O)Nc1ccc2c(c1)OC[C@H](C)N(CC1CCCCC1)C[C@@H](C)[C@@H](OC)CN(C)C2=O	·	-2	7	-10	·	·	4	-0.2
45	CN(c1cccc(Cl)c1)S(=O)(=O)c1cccc(C(=O)NCc2ccncc2)c1	-2	-1	8	8	2	1	19	-0.2
46	C[C@@H]1CN([C@@H](C)CO)C(=O)c2cc(NC(=O)c3ccncc3)ccc2O[C@@H](C)CCCCO[C@@H]1CN(C)Cc1ccncc1	8	1	?	-23	-2	0	·	0.0
47	COc1cc(-c2noc(C)c2C(=O)NCCCN2CCOCC2)cc(OC)c1OC	·	1	·	-1	0	-2	4	0.1
48	CO[C@@H]1CN(C)C(=O)c2cc(NC(=O)Nc3c(C)noc3C)ccc2OC[C@@H](C)N(CCC(F)(F)F)C[C@@H]1C	5	-5	-3	-8	4	-1	19	0.6
49	O=C(Oc1cccnc1)c1ccc([N+](=O)[O-])cc1	1	·	·	6	2	0	·	0.0
50	Cc1c(NC(=S)N/N=C/C=C/c2ccc([N+](=O)[O-])cc2)c(=O)n(-c2ccccc2)n1C	0	·	·	24	-1	1	·	-0.4
51	COC(=O)C[C@H]1CC[C@H]2[C@H](COc3ccc(NC(=O)C4CCOCC4)cc3C(=O)N2C)O1	-1	-1	-2	17	4	-5	-11	0.2
52	COc1ccc(S(=O)(=O)N2CC[C@H]3[C@H](CO)Nc4ccc(-c5ccccc5F)cc4[C@H]32)cc1	·	-3	-38	3	·	·	-13	0.2
53	CO[C@H]1CN(C)C(=O)c2ccc(NS(C)(=O)=O)cc2OC[C@@H](C)N(Cc2cccnc2)C[C@H]1C	-2	-5	-6	-7	4	3	-3	-0.1
54	O=C1OC(O)c2cccc3cccc1c23 (stereo not drawn)	-3	-2	·	15	-2	-1	-2	0.0
55	Cc1cccc(NS(=O)(=O)c2ccc(-c3cnc(C4CC4)o3)cc2)c1C	-2	-2	-26	-5	-19	-5	-16	0.2
56	O=C1CCCN1CCCNC(=S)Nc1ccc(Nc2ccccc2)cc1	1	-7	-4	-12	3	-3	-19	3.8
57	CN1CCCCN2[C@H](CO)[C@@H](c3ccc(C#Cc4ccccc4F)cc3)[C@@H]2C1	0	4	-16	-5	-14	4	20	1.0
58	CO[C@H]1CN(C)C(=O)c2ccc(NS(C)(=O)=O)cc2OC[C@@H](C)NC[C@H]1C	-3	-4	-3	3	0	0	-1	0.4
59	Cc1ccc(NC(=S)N2CCOCC2)cc1	-1	·	·	-3	1	-2	·	0.2
60	C[C@H](CO)N1C[C@H](C)[C@@H](CN(C)Cc2ccc3c(c2)OCO3)Oc2ccc(NC(=O)CCCN(C)C)cc2C1=O	0	5	7	16	2	3	·	0.1
61	CS(=O)(=O)c1ccc(Cl)c(NC(=O)c2ccc3ccccc3c2)c1	·	0	-20	15	·	·	4	0.2
62	CCCCOCCCNC(=O)N[C@H](C(=O)OC)C(C)CC (stereo partly drawn)	7	-1	-1	-2	1	·	10	0.0
63	COc1ccc(-c2cc(-c3c(O)c(OC)c4occc4c3OC)[nH]n2)cc1OC	1	-3	-10	-10	6	-2	-14	·
64	CC(c1ccon1)N(C)C(=O)CCc1nnc(C2(c3ccc(Cl)cc3)CCC2)o1 (stereo not drawn)	-3	·	·	-13	1	0	·	0.2
65	COc1ccccc1NC(=O)CCCCCN1C(=O)c2cccc([N+](=O)[O-])c2C1=O	1	0	5	2	-1	4	10	0.1
66	CCOc1ccc(Oc2nc(C)cc(OC)n2)nn1	-5	·	·	-10	-1	9	·	0.0
67	O=C(O)c1ccc(N/N=C/c2ccc3nccnc3c2)cc1	-2	·	21	96*	-1	·	-32	-0.1
